Screening results (PubChem BioAssay)
ST2 inh: IL1RL1 inhibition. Q01638. AlphaLISA ST2-Fc/biotin-IL-33 interaction, 1 h. inhibition, % for hits at 17 µM. actives 2.3% (n = 78,000). AID 1259354; in the data active = inhibition above about 30%; inconclusive = mostly about 10% to 28%
Target sequence (Q01638 whole entry, looked up): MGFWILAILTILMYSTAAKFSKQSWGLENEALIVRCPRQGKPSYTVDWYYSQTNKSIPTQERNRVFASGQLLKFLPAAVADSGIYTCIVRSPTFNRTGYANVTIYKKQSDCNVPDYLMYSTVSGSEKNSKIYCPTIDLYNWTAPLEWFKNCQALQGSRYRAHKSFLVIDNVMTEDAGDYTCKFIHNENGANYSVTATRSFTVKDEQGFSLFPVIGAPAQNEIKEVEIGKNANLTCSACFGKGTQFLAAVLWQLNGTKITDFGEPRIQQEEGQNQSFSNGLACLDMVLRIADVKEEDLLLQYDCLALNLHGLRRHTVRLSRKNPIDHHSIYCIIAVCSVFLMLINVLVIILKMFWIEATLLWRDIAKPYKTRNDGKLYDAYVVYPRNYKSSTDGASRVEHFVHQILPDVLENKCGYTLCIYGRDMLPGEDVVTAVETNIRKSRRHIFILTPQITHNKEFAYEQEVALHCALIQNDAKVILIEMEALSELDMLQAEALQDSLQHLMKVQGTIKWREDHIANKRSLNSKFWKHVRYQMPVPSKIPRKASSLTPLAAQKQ
Starred values were filed as active, the others as inactive; i = inactive; ? = inconclusive. A portion of the library; rates above refer to the full screens.

SMILES	ST2 inh
CCC(=O)Nc1cccc(C(=O)N(CC)CCN2CCCCCC2)c1	?
O=S1(=O)C=C(SCCN2CCCCC2)c2ccccc21	i
Brc1ccc(CNC23CN4CN(CN(C4)C2)C3)cc1	i
CCOc1nc2c(c(=O)n(C)c(=O)n2C)n1Cc1ccccc1Cl	30%*
Cc1ccc(NC(=O)/C=C/c2ccccc2Cl)cc1Cl	?
O=C(Nc1cccc(Cl)c1)c1ccccc1C(=O)Nc1cccc(Cl)c1	?
CC1=C(C(=O)Nc2cccc(C)n2)C(c2ccccc2C(F)(F)F)C2=C(CC(C)(C)CC2=O)N1 (stereo unspecified)	i
NC1(C(=O)NCCC2CN(Cc3ccco3)CCO2)CCCC1 (stereo unspecified)	i
CCOc1ccc(Br)c(/C=C2\C(=O)Nc3ccc(Br)cc32)c1	60%*
N#CNC(N)=Nc1ccccc1	i
CCC(C)N(Cc1ccsc1)C(=O)c1nc2nc(C)cc(C)n2n1 (stereo unspecified)	i
CCN(CC)C(=O)CC(c1ccc(F)cc1)c1ccco1 (stereo unspecified)	i
COc1cc(C2C3=C(CCCC3=O)NC3=C2C(=O)c2ccccc23)ccc1O (stereo unspecified)	i
Cc1ccc(F)cc1NC(=O)c1cnc2n(c1=O)CCS2	i
Nc1cc(-c2nc3ccccc3o2)ccc1Cl	i
Cc1c(Cl)cccc1N=Cc1nc(-c2ccc(Cl)cc2)oc1O	33%*
COc1cccc(-n2c(=O)c3sccc3n(CC(=O)c3ccccc3)c2=O)c1	?
CC(O)c1nc2ccccc2n1Cc1ccccc1 (stereo unspecified)	36%*
COc1cccc(NS(=O)(=O)c2ccc3[nH]cc(C(=O)NC4CCCCC4C)c(=O)c3c2)c1 (stereo unspecified)	?
Cn1cc(C(=O)NCc2ccc(F)cc2Cl)c2c3ccccc3n(C)c2c1=O	?
CC1=C(C(=O)Nc2ccc(Cl)cc2)C(c2ccc(Cl)cc2Cl)NC(=O)N1 (stereo unspecified)	i
Cc1ccc(OCc2cc(=O)n3oc(C)cc3n2)c(NC(=O)c2ccc(C(C)(C)C)cc2)c1	i
O=[N+]([O-])c1ccc(-c2nc(Cc3ccccc3Cl)no2)cc1	?
CC(CCNC(=O)c1cc(Cn2cnc3ccccc32)[nH]n1)n1ccnc1 (stereo unspecified)	?
O=C(Cn1cnc2c(cnn2-c2ccc(Cl)cc2)c1=O)Nc1ccc(F)cc1	i
SMILES	ST2 inh
CC(=O)N1c2ccccc2NC2=C(C(=O)CCC2)C1c1ccc(Cl)c(Cl)c1 (stereo unspecified)	i
COc1cccc(CNC(=O)Nc2c(C)nc3nc[nH]n3c2=O)c1	i
CC(C(=O)N(C)CCc1ccccn1)N1C(=O)c2cccc3cccc1c23 (stereo unspecified)	i
COC(=O)C1=C(C)NC2=C(C(=O)CC(c3ccc(OC)cc3)C2)C1c1ccccc1 (stereo unspecified)	i
Cc1[nH]nc(SCC(=O)NCc2cccnc2)c1[N+](=O)[O-]	i
COc1ccc(NC(=O)N2C[C@@H]3C[C@H](C2)c2c(NC(=O)c4ccccc4)ccc(=O)n2C3)cc1	i
N#Cc1cccc([N+](=O)[O-])c1C#N	i
O=C(Cc1cccs1)NCc1ccc(F)cc1	i
Cc1cc(Br)ccc1NC(=O)c1cc2ccccc2o1	i
O=C(NCc1ccccc1F)c1ccc(N2CCC(NCc3nc4ccccc4s3)CC2)cc1	?
COc1ccc(C(=O)Nc2cccc(Cl)c2Cl)cc1Cl	i
COc1cc(OC)cc(C(=O)OCc2nc3ccccc3s2)c1	i
NC(=O)c1nn2c(c1Cl)NC(c1ccco1)CC2C(F)(F)F (stereo unspecified)	i
Cc1ccc(C)c(NC(=O)CC(=O)NCCCN2CCCC2)c1	i
Cc1cccc(-n2ccnc2-c2cnc(-c3ccccn3)nc2)c1	?
CCN1/C(=C/C=c2/sc3nc4ccccc4n3c2=O)C=Cc2ccccc21	43%*
CCc1c(C(=O)NC(CC)c2ccccn2)csc1C (stereo unspecified)	i
Cc1nc2scc(-c3ccccc3)c2c(=O)[nH]1	i
CC(C)(C)C(=O)Nc1c(-c2ccc(F)cc2)nc2ccccn12	i
COc1ccccc1Nc1nnc(C(C)(C)C)c(=O)[nH]1	i
COc1ccc(CC2CN(CC3CCC(N)CC3)CCO2)cc1 (stereo unspecified)	i
Cc1oc(C(C)C)cc1C(=O)N1CCC(Cn2cc(CO)nn2)CC1	i
CSCC(=O)N1CCOC(Cc2cccc3ccccc23)C1 (stereo unspecified)	i
O=S(=O)(N1CCCC1)N1CCn2cncc2C1	?
Cc1sc2ncnc(N3CCN(c4cccc(Cl)c4)CC3)c2c1C	i
SMILES	ST2 inh
O=C(O)CCC(=O)N1N=C(c2cccs2)CC1c1ccc(Br)cc1 (stereo unspecified)	?
O=C(N[C@H]1CO[C@H]2[C@@H]1OC[C@@H]2n1cc(COc2ccccc2)nn1)c1ccc(C(F)(F)F)cc1	i
O=C(O)C1(CCCc2ccccc2)CCN(Cc2cnc[nH]2)CC1	i
CC1CCCN(CCCNC(=O)c2ccc(CS(=O)(=O)c3c(Cl)cccc3Cl)o2)C1 (stereo unspecified)	i
OCCNc1ncnc2c1cnn2-c1ccc(Cl)cc1	i
COC(=O)CN1CCN(Cc2ccccc2)C(C)C1=O (stereo unspecified)	?
COc1cc(Cl)c(C)cc1NC(=O)c1coc(=O)c2ccccc12	i
Cn1c(CS(=O)(=O)c2ccc(Cl)cc2)c(C#N)c2ccccc21	?
Cc1cccnc1NCCNC(=O)c1nc2ccccc2c(=O)[nH]1	i
O=C(Nc1nnc(-c2cccs2)o1)c1ccc(S(=O)(=O)N2CCCC2)cc1	i
CCC(C(=O)Nc1cccc(C)n1)c1ccccc1 (stereo unspecified)	i
CC(=O)N1C(=O)C(=O)c2cc(C)c(Br)cc21	i
Cc1ccc(C(C)C)c(OCC(=O)Nc2cccc(C)c2C)c1	i
CCOC(=O)c1c(NC(=O)C2CCCC2)sc(C(C)=O)c1C	i
O=c1nc(/C=C/c2ccc(N3CCCC3)cc2)cc(C(F)(F)F)[nH]1	?
CCn1c(C)cc(C)c(C(=O)N2C[C@@H]3C4CCC(CC4)[C@@H]3C2)c1=O	?
COc1cccc(-n2cc(CN(C)Cc3cc(-c4ccccc4)no3)cn2)c1	i
Cc1ccc(C)c(Cn2c(CN3CC(C)OC(C)C3)nc3c2c(=O)n(C)c(=O)n3C)c1 (stereo unspecified)	i
O=C(CSc1nc2ccccc2o1)c1ccc(Br)cc1	?
N#Cc1c2c(c(N3CCCC3)n3c1nc1ccccc13)CCC2	?
COc1ccc(C2CC(c3cccc(OC)c3)Nc3nc(N)nn32)cc1 (stereo unspecified)	?
O=C1CN(c2ncnc3nc[nH]c23)CCN1Cc1cccc(F)c1	i
Cc1cc(SCc2ccccc2)n2ncnc2n1	?
Cc1cc(C)cc(N2CCC(N3CCN(Cc4cccc(C)n4)C(CCO)C3)CC2)c1 (stereo unspecified)	?
COc1cc(-c2ccc(NC(=O)c3ccc(C)o3)c(OC)c2)ccc1NC(=O)c1ccc(C)o1	?
SMILES	ST2 inh
Cc1cc(C)c(NC(=O)C[C@H](CC(=O)O)c2cccc3ccccc23)c(C(=O)N2CCC3(CCCC3)CC2)c1	i
Cc1ccn2cc(-c3cccc(NC(=O)CCC(=O)O)c3)nc2c1	i
COc1ccc(NC(=O)c2nn(-c3ccc(Cl)cc3)c(=O)c3ccccc23)cc1OC	i
CN1CCc2cc(NC(=O)Nc3cccnc3)ccc21	i
CC(C)c1ccccc1NS(=O)(=O)c1ccc([N+](=O)[O-])cc1	?
COc1ccc(C(=O)N2CC=C(c3ccccc3)CC2)cc1OC1CCN(C(C)=O)CC1	i
O=C(c1ncoc1C1CC1)N1CCOC(c2ccc(Cl)c(Cl)c2)C1 (stereo unspecified)	i
O=C(c1ccc2c(c1)OCO2)N1C[C@@H]2C[C@H](C1)c1ccc(-c3cccc(C(F)(F)F)c3)c(=O)n1C2	i
Cc1c(C(=O)NC2CCC(C)CC2)oc2ccc(S(=O)(=O)N3CCC4(CC3)OCCO4)cc12 (stereo unspecified)	i
CCOC(=O)c1c(C)oc2c(Br)cc(NS(=O)(=O)c3ccc(Cl)cc3)cc12	i
Cn1c(=O)[nH]c(=O)c2c1nc(CN1CCN(c3cccc(Cl)c3)CC1)n2CCc1ccccc1	i
Nc1nc2n(n1)C(c1ccccc1)C=C(c1ccccc1)N2 (stereo unspecified)	i
O=C(Nc1ccc(S(=O)(=O)Nc2ncccn2)cc1)c1ccccc1Cl	i
CCC(NS(=O)(=O)c1ccc(OC)c(OC)c1)C12CC3CC(CC(C3)C1)C2 (stereo unspecified)	i
O=C(CC1=CCNCC1)N1CCC(c2cc(-c3ccccc3Cl)n[nH]2)CC1	i
C/C(Nc1ccc(Cl)cc1)=C(/C#N)C(N)=O	i
O=C(Nc1ccccc1C(=O)NCCN1CCOCC1)c1cccc(I)c1	i
COc1ccc(-c2cn(-c3cccc(SC)c3)c(=O)[nH]2)cc1	?
Cc1ccc2[nH]c3c(c2c1)CN(Cc1ccccc1)CC3	i
CCN(Cc1noc(CC(C)C)n1)Cc1cccc(F)c1O	i
COc1ccccc1OCC(=O)NCc1ccccn1	i
CC(C)Oc1ccccc1NC(=O)CSc1nc2sc3c(c2c(=O)n1C)CCCC3	i
O=C(CCCn1cnnn1)NCc1cccnc1N1CCCCCCC1	i
CC(C)Cn1cc(C(=O)NC2CCCCC2)c2c3ccccc3n(C)c2c1=O	36%*
OC(COCC1COc2ccccc2O1)CN1CCN(c2ccccc2F)CC1 (stereo unspecified)	i
SMILES	ST2 inh
COC(=O)C(CCSC)NC(=O)c1csc2nc(-c3ccccc3)cn12 (stereo unspecified)	?
Cc1cc(C(=O)Nc2sc3c(c2C#N)CCC3)no1	i
CSCc1ccc(C(=O)N(C)Cc2cc(C(C)C)on2)o1	?
Cc1nc2nc(SCC(=O)NCc3cccs3)nn2c(C)c1Cc1ccccc1	i
CC(=O)N1N=C(c2ccc(Br)cc2)CC1c1ccc(N(C)C)cc1 (stereo unspecified)	?
O=C1COc2ccccc2C(=O)N1	i
OCCn1c(-c2ccc(I)cc2)csc1=Nc1cccc(Cl)c1	?
C=CCNc1ccccc1C(=O)N1CCC(C(O)Cc2ccccc2)CC1 (stereo unspecified)	i
COc1ccc(Cl)cc1N(CC(=O)NCC1CCCO1)S(=O)(=O)c1ccccc1 (stereo unspecified)	i
O=C(Nc1ccc(Cl)cc1F)c1cccnc1	i
O=C(Cn1ccnc1)c1ccc(Cl)cc1Cl	i
Cc1ccccc1NC1=CC(=O)CC(C)(C)C1	i
CCc1ccc(N2C(=O)Nc3ccc(Br)cc3C2(O)C(=O)NCCC(C)C)cc1 (stereo unspecified)	?
CNS(=O)(=O)CCNc1nc(C)nc2c1CCN(C)CC2	?
CCSc1nc2c(c(=O)[nH]1)C(c1ccc(OC)c(OC)c1)C1=C(CC(C)(C)CC1=O)N2 (stereo unspecified)	i
CC1=C(C(N)=O)C(c2cccs2)n2ncnc2N1 (stereo unspecified)	i
OC1CCCN(Cc2ccc(Cl)cc2Cl)C1 (stereo unspecified)	i
O=C(c1cccc(N2CCNC2=O)c1)N1CCOC(Cc2ccc(F)cc2)C1 (stereo unspecified)	?
CC(=O)c1cc(C(=O)N2CCCC(C(=O)c3cccc(C(F)(F)F)c3)C2)cs1 (stereo unspecified)	?
O=C(Cc1c(C(=O)O)[nH]c2ccccc12)NCCCN1CCCCCC1	i
COc1ccc(OC)c(NC(=O)CN(C)S(=O)(=O)c2ccc(C(=O)N3CCOCC3)s2)c1	i
Cc1ccc2c(c1)c1c3n2CCN(C(=O)c2ccccc2)C3CCC1 (stereo unspecified)	30%*
CC1(C)CC(=O)C2=C(C1)OC(N)=C(C#N)C2c1cccnc1 (stereo unspecified)	i
O=C(Cn1cncn1)c1ccc(F)c(F)c1	?
CCN(CC1CCN(C2CCN(C)CC2)CC1)C(=O)C1=CCCC1	?

19 of these compounds, set out differently.
Molecule | ST2 inh
OCCn1c(-c2ccc(I)cc2)csc1=Nc1cccc(Cl)c1 | ?
C=CCNc1ccccc1C(=O)N1CCC(C(O)Cc2ccccc2)CC1 (stereo unspecified) | i
COc1ccc(Cl)cc1N(CC(=O)NCC1CCCO1)S(=O)(=O)c1ccccc1 (stereo unspecified) | i
O=C(Nc1ccc(Cl)cc1F)c1cccnc1 | i
O=C(Cn1ccnc1)c1ccc(Cl)cc1Cl | i
Cc1ccccc1NC1=CC(=O)CC(C)(C)C1 | i
CCc1ccc(N2C(=O)Nc3ccc(Br)cc3C2(O)C(=O)NCCC(C)C)cc1 (stereo unspecified) | ?
CNS(=O)(=O)CCNc1nc(C)nc2c1CCN(C)CC2 | ?
CCSc1nc2c(c(=O)[nH]1)C(c1ccc(OC)c(OC)c1)C1=C(CC(C)(C)CC1=O)N2 (stereo unspecified) | i
CC1=C(C(N)=O)C(c2cccs2)n2ncnc2N1 (stereo unspecified) | i
OC1CCCN(Cc2ccc(Cl)cc2Cl)C1 (stereo unspecified) | i
O=C(c1cccc(N2CCNC2=O)c1)N1CCOC(Cc2ccc(F)cc2)C1 (stereo unspecified) | ?
CC(=O)c1cc(C(=O)N2CCCC(C(=O)c3cccc(C(F)(F)F)c3)C2)cs1 (stereo unspecified) | ?
O=C(Cc1c(C(=O)O)[nH]c2ccccc12)NCCCN1CCCCCC1 | i
COc1ccc(OC)c(NC(=O)CN(C)S(=O)(=O)c2ccc(C(=O)N3CCOCC3)s2)c1 | i
Cc1ccc2c(c1)c1c3n2CCN(C(=O)c2ccccc2)C3CCC1 (stereo unspecified) | 30%*
CC1(C)CC(=O)C2=C(C1)OC(N)=C(C#N)C2c1cccnc1 (stereo unspecified) | i
O=C(Cn1cncn1)c1ccc(F)c(F)c1 | ?
CCN(CC1CCN(C2CCN(C)CC2)CC1)C(=O)C1=CCCC1 | ?

Next results.
SMILES	ST2 inh
CCC1CCC(N2CCN(c3ccc([N+](=O)[O-])cc3)CC2)CC1 (stereo unspecified)	?
Cc1ccc(C)c(N2CCN(Cc3ccc(-c4ccccc4[N+](=O)[O-])o3)CC2)c1	38%*
O=C(NC1CCCC1)C1CCN(Cc2ccc(Cl)cc2)CC1	i
O=C(Nc1nc(-c2ccccc2)cs1)c1cc2cc(Br)ccc2oc1=O	?
COc1ccc(C(=O)Nc2ccc(S(=O)(=O)NC(C)=O)cc2)cc1[N+](=O)[O-]	i
CC(C)CCCC1CN(C(=O)C2CCN(C(=O)N(C)C)CC2)CCO1 (stereo unspecified)	?
CCOc1ccc(N=Cc2cc(Br)cc(I)c2O)cc1	?
O=S(=O)(c1cccc(S(=O)(=O)N2CCOCC2)c1)c1ccc(Cl)c(Cl)c1	i
